# RECQ1 inh = blocks DNA unwinding by human RECQ1 | AID 2549 | Potency, µM (doses to about 57.3 µM), for inactives: at the highest dose activity, negative = inhibition, hits mostly inhibitors | RECQ1 DNA unwinding, red fluorescence kinetic read | 240,000 compounds, 0.54% hits;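 note: plate controls were vehicle for no effect and no enzyme for full effect; nearly all actives have a fitted effect of over 30% in size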
#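 RECQ1T1 50 nM; forked duplex (20 bp + 30-nt ss tails) 200 nM, ATP 2 mM final; pH 8.0, 2 mM MgCl2, 2.5 ug/ml poly(dI-dC); 15 min compound preincubation; discontinuous kinetic read over 2 h at RT.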
# TexasRed fluor = counter-screen for TRb-SRC2 inhibitors: fluorescence interference. TRb/SRC2 Texas Red total fluorescence interference. Potency, µM (series often up to 106 µM), for the others: at the highest dose fluorescence change, negative = quenching. 280,000 compounds, 0.29% hits; active = well fitted curve in either direction with a large enough effect; inconclusive = small, poorly fitted or top-dose-only effect; note: % is set by controls: 0 for no effect and ±100 for the full control effect
#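 Flags fluorescent or light-absorbing compounds by total fluorescence, S + 2P, at 555 nm excitation and 632 nm emission. Mixture: 20 nM Texas Red SRC2 peptide, 0.6 uM human TRb LBD, 1 uM T3, 5% DMSO; compound exposure 5 h at ambient temperature.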
# LMNA splice mod = changes lamin A minigene splicing in HeLa cells; HeLa LMNA splicing GFP/RFP minigene ratio, 48 h; Potency, µM (doses to about 46.1 µM), for the others: at the highest dose ratio change, negative = inhibition, hits mostly inhibitors; 200,000 compounds, 0.01% hits; active = well fitted inhibition curve with a large enough effect in the signal ratio, with a control signal flat, not every such curve was filed as active; inconclusive = small, poorly fitted or top-dose-only effect, or effect the other way, or a change in a side signal; the % refers to the signal ratio; note: % is set by controls: 0 for no effect and ±100 for the full control effect
#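 S3 HeLa stable clones carrying a lamin A-EGFP splicing minigene plus DsRed2 were seeded at 600 cells/well in Opti-MEM with 2% FBS, pin-dosed and incubated 48 h at 37°C. Acumen cytometry (488 nm) gave the GFP/RFP total-intensity ratio.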
# ALDH1A1 inh = ALDH1A1 (human) enzyme inhibition | P00352 | Purified ALDH1A1, NADH fluorescence, propionaldehyde substrate | Potency, µM (doses to about 75.3 µM), for inactives: at the highest dose activity, negative = inhibition, actives largely listed as inhibitors | 220,000 compounds, 7.3% hits | AID 1030; active = well fitted inhibition curve with a large enough effect, not every such curve was filed as active; inconclusive = small, poorly fitted or top-dose-only effect, or another doubt; inactive = no such curve, though single readings can be large or run the other way;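 note: plate controls were no enzyme wells and a reference inhibitor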
# RGS12 GoLoco inh = blocks human Gai1 binding to RGS12 GoLoco peptide, red readout | P63096 | Gai1:RGS12 GoLoco peptide FP, rhodamine, 10 min | Potency, µM (doses to about 61.6 µM), without a hit: at the highest dose activity, negative = inhibition, actives largely listed as inhibitors | 230,000 compounds, 0.44% hits; active = well fitted inhibition curve with a large enough effect, not every such curve was filed as active; inactive = no such curve, though single readings can be large or run the other way; note: % is set by controls: 0 for no effect and ±100 for the full control effect; nearly all actives have a fitted effect of over 30% in size; many of its hits are not listed in these tables
# JMJD2E inh = inhibitors of human JMJD2E histone demethylase; B2RXH2; JMJD2E catalytic domain, FDH-coupled NADH fluorescence (FDH is formaldehyde dehydrogenase); Potency, µM (series often up to 57.1 µM), without a hit: at the top dose activity change, negative = inhibition, actives largely listed as inhibitors; 230,000 compounds, 1.6% hits; active = well fitted inhibition curve with a large enough effect, not every such curve was filed as active; inconclusive = small, poorly fitted or top-dose-only effect, or another doubt; inactive = no such curve, though single readings can be large or run the other way;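 note: 0% = wells with enzyme and -100% = buffer wells without enzyme; nearly all actives have a fitted effect of over 50% in size; many of its hits are not listed in these tables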
# Target sequence (B2RXH2 1-337 limits assumed): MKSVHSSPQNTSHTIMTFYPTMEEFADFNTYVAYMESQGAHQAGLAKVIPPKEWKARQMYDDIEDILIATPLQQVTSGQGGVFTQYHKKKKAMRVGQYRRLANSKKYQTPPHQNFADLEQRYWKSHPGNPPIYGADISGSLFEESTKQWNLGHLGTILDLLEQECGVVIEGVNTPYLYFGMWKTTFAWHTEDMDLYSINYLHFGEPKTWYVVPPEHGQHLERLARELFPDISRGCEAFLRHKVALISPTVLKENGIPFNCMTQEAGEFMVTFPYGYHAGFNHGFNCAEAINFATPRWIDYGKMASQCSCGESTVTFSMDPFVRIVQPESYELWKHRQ
# TRb-SRC2 inh = TRbeta-SRC2 interaction inhibition | P10828 | TRbeta-SRC2 peptide binding, fluorescence polarization; receptor liganded with 1 µM T3 | Potency, µM (doses to about 106 µM), without a hit: at the top dose activity change, negative = inhibition, hits mostly inhibitors | 280,000 compounds, 0.065% hits;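 note: plate controls were bound peptide for no effect and peptide without receptor for full effect; nearly all actives have a fitted effect of over 50% in size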
# Target sequence (P10828 whole entry, looked up): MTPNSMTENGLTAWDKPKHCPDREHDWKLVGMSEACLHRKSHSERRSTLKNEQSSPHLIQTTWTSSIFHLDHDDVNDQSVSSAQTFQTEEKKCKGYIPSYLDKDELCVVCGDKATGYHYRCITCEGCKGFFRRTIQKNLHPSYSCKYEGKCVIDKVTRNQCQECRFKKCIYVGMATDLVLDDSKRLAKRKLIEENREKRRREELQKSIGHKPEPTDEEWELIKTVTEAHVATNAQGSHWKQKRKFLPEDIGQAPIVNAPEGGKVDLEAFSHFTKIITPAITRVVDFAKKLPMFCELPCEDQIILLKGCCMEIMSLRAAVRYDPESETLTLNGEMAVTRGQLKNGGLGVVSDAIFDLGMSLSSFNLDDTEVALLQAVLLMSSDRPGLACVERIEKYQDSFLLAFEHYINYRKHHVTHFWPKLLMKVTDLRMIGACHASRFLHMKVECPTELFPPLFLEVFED
#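 Quantitative HTS by FP: 0.6 uM TRb LBD, 20 nM labeled SRC2 20-mer, 1 uM T3, 5% DMSO; 5 hr ambient incubation; % activity per concentration and potencies from concentration series.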
# SMN2 splice enh = increases expression of the SMN2 splice variant; AID 1458; 210,000 compounds, 2.8% hits; HEK293 SMN2-luciferase splicing reporter, luminescence, 30-36 h; Potency, µM (series often up to 46.1 µM), for the others: at the highest dose activity change, positive = activation, hits mostly activators; note: % of control where 0% means no effect; nearly all actives have a fitted effect of over 55% in size
#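 HEK293 cells carry an SMN2 […]–luciferase reporter in which exon 7 inclusion puts luciferase in frame. Cells were plated 10-12 h before compound addition, then incubated 30-36 h at 37C. ONE-Glo luminescence was read; sodium butyrate at 4.5 mM final served as control.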
# The depositor's hits bear a star; i = inactive; ? = inconclusive; . = not tested or not shown; & = joins results of further samples; [ ] = another dose, or the depositor's remark. Unless noted, calls come from the whole dose curve; as a rule, active = well fitted curve in the direction sought with a large enough effect; inconclusive = small, poorly fitted or top-dose-only effect, or another doubt; inactive = no such curve, though single readings can be large; an effect the other way counts as inactive or inconclusive. Potency is the fitted concentration of half-maximal effect.
SMILES,RECQ1 inh,TexasRed fluor,LMNA splice mod,ALDH1A1 inh,RGS12 GoLoco inh,JMJD2E inh,TRb-SRC2 inh,SMN2 splice enh
COc1ccc(C(=O)NCC2OCCc3ccccc32)cc1OC (configuration not stated),i,-5%,-11%[46 µM],-2%,9%,-13%,-7%,3%
O=[N+]([O-])c1ccc(O)c(/C=N/n2cnnc2)c1,0%,-3%,-14%,20µM*,-4%,-11%,-12%,-9%
CCCCNC(=O)/C=C1\Sc2ccccc2NC1=O,-7%,0%,1%,14%,0%,?,-9%,-8%[1.84 µM]
COCCOc1ccc(C(F)(F)F)cc1NC(=O)COC(=O)c1c(C)noc1C,-20%,1%,10%,10%,-4%,4%,0%,-4%
CCCC(=O)OCC(=O)Nc1ccc(OC(F)F)cc1,-3%,-10%,4%,1%,4%,-1%,-5%,8%
COc1cccc(-c2cc(C(F)(F)F)c(C#N)c(=O)[nH]2)c1,10%,-2%,-7%[46 µM],?,7%,?,-3%,14%
COc1ccccc1NC(=O)C1=C(C)Nc2nc(-c3cccs3)nn2C1c1cccnc1 (configuration not stated),-9%,4%,-6%,7%,11%,0%,-1%,-1%
CC12CCC(=O)N1C(C(=O)OCC(=O)Nc1cccc(S(=O)(=O)N3CCCCCC3)c1)CS2 (configuration not stated),3%,-2%,11%,?,7%,-17%,5%,-12%
COCCn1c(SCC(=O)Nc2sc(C)c(C)c2C#N)nnc1-c1ccc(OC)cc1,7%,3%,?,?,25%,-1%,0%,-3%
COc1ccc(/C=N/N=C2/NC(=O)C(CC(=O)NC(C)C)S2)cc1 (configuration not stated),i,-4%,.,16%,-2%,-2%,1%,0%
CN1C(=S)SC(/[N+]([O-])=C/c2ccc(Cl)cc2)C1(C)C (configuration not stated),-10%,0%,.,.,7%,-3%,1%,.
COC(=O)c1sc(C(F)(F)F)c(-c2ccccc2)c1S(=O)(=O)NC(C)(C)C,i,-6%,.,4%,-1%,0%,-2%,.
CC1C/C(=N/N=C2/NC(=O)CS2)CC(C)(C)C1 (configuration not stated),-16%,-1%,11%[0.0737 µM],?,9%,4%,-6%,-15%
COc1cc([N+](=O)[O-])ccc1NC(=O)c1cccc(NC(=O)C(C)C)c1,-11%,-6%,-5%[46 µM],0%,2%,5%,1%,6%
CN(C)/C=C1\NC(=S)N(c2ccccc2)C1=O,?,1%,.,?,-10%,-3%,-7%,.
CCOC(=O)c1ccc(NC(=S)NNC(=O)COC)cc1,-9%,-7%,-10%,8.9µM*,-6%,-3%,-2%,6%
O=C(CCc1ccccc1)NCCSc1ccccc1,16%,-2%,4%[46 µM],-1%,3%,-2%,-3%,22%
COc1ccc(S(=O)(=O)C(C#N)c2nc3ccccc3nc2N2CCC(C)CC2)cc1 (configuration not stated),-5%,1%,-8%,18µM*,27%,?,-2%,-16%
COc1ccc(CN2CCCCCC2)c(C)c1C,-3%,0%,-14%,?,-4%,6%,-4%,-22%
Cc1cc(/C=N/NC(=O)c2cccc([N+](=O)[O-])c2)c(C)n1-c1ccccc1,-3%,-9%,-2%,?,8%,-18%,11%,27%
COc1cc(/C=N/NC(=O)c2ccncc2)ccc1OC(=O)c1ccc([N+](=O)[O-])cc1,0%,1%,9%,-4%,-14%,4%,-28%,-4%
c1ccc(CSc2nnc(-c3ccco3)c(-c3ccco3)n2)cc1,11µM*,?,-7%,2.8µM*,2%,7.9µM*,?,-1%
CCCN1CCC(=O)N(CCSc2ccc(OC)cc2)CC1,?,-3%&-3%,.,.,11%,8%,-4%&-2%,.
O=C(CCN1C(=O)/C(=C/c2cccc(Br)c2)SC1=S)Nc1cccnc1,i,-4%,.,10%,7%,0%,-6%,.
COc1cccc(CC(NC(C)=O)C(=O)NC2CCN(c3c(Cc4ccccc4)c(C)nc4ncnn34)CC2)c1OC (configuration not stated),-2%,1%,-10%,6%,-11%,1%,4%,8%[1.84 µM]

# Laid out differently: results already given
# Results follow in this order: RECQ1 inh, TexasRed fluor, LMNA splice mod, ALDH1A1 inh, RGS12 GoLoco inh, JMJD2E inh, TRb-SRC2 inh, SMN2 splice enh
CN1C(=S)SC(/[N+]([O-])=C/c2ccc(Cl)cc2)C1(C)C (configuration not stated)
→ -10%, 0%, ., ., 7%, -3%, 1%, .
COc1cc([N+](=O)[O-])ccc1NC(=O)c1cccc(NC(=O)C(C)C)c1
→ -11%, -6%, -5%[46 µM], 0%, 2%, 5%, 1%, 6%
CN(C)/C=C1\NC(=S)N(c2ccccc2)C1=O
→ ?, 1%, ., ?, -10%, -3%, -7%, .
CC1C/C(=N/N=C2/NC(=O)CS2)CC(C)(C)C1 (configuration not stated)
→ -16%, -1%, 11%[0.0737 µM], ?, 9%, 4%, -6%, -15%
COCCn1c(SCC(=O)Nc2sc(C)c(C)c2C#N)nnc1-c1ccc(OC)cc1
→ 7%, 3%, ?, ?, 25%, -1%, 0%, -3%

# The listing picks up; the 2 compounds before the break are reprinted first.
SMILES,RECQ1 inh,TexasRed fluor,LMNA splice mod,ALDH1A1 inh,RGS12 GoLoco inh,JMJD2E inh,TRb-SRC2 inh,SMN2 splice enh
O=C(CCN1C(=O)/C(=C/c2cccc(Br)c2)SC1=S)Nc1cccnc1,i,-4%,.,10%,7%,0%,-6%,.
COc1cccc(CC(NC(C)=O)C(=O)NC2CCN(c3c(Cc4ccccc4)c(C)nc4ncnn34)CC2)c1OC (configuration not stated),-2%,1%,-10%,6%,-11%,1%,4%,8%[1.84 µM]
Cn1cccc1C(=O)N1CCC2(CCCN(c3ccccn3)C2)CC1,-3%,.,.,?,10%,.,.,-4%
Cc1cc(C)cc(NC(=O)Cn2c(=O)oc3cc(S(=O)(=O)N4CCC(C)CC4)ccc32)c1,-7%,-4%,29%,6%,2%,-4%,6%,-38%[inhibitor]
COc1cc(CNc2ccc(C(=O)O)cc2)cc(Br)c1OCC(=O)NC(C)(C)C,-1%,-4%,10%,?,10%,1%,-5%,14%
COc1ccc(C2=NOC(C(=O)NCCCn3ccnc3)C2)cc1 (configuration not stated),11%,-1%,0%,12%,13%,-3%,-24%,13%
CCOC(=O)C1(CC2CCCCO2)CCN(Cc2nc3ccccc3[nH]2)CC1 (configuration not stated),-7%,-1%,.,4%,-1%,-2%,4%,.
CCC(=O)N1CCN(c2c(Cl)cccc2[N+](=O)[O-])CC1,-15%,-5%,20%,?,3%,8%,5%,-12%
CCS(=O)(=O)NCC(c1cccnc1)N1CCN(c2ccccc2OC)CC1 (configuration not stated),i,-1%,-15%,-10%,5%,1%,-1%,-7%
COC(=O)CSc1nnc(-c2cccnc2)o1,-1%,-1%,-7%,?,-9%,-3%,5%,-5%
CN1CCN(c2nc(-c3ccccc3)nc(-c3ccccc3)c2C#N)CC1,0%,0%,.,-9%,-4%,-5%,-6%,-17%
O=C(CSc1nnc(-c2cc3ccccc3cc2O)n1Cc1ccco1)N1CCc2ccccc2C1,-18%,-2%,?,35µM*,-6%,-13%,-4%,-6%
FC(F)(F)c1nc(-c2ccncc2)ncc1-c1nnnn1-c1ccccc1,i,-8%,-3%,6%,-8%,1%,2%,-24%
Cc1ccc(NC(=O)c2ccccc2OCC(=O)c2ccccc2)cc1,-4%,-1%,9%,4%,-2%,6%,7%,24%
O=c1cc(C(F)(F)F)oc2c1ccc1ccccc12,i,-3%,-5%,?,-2%,?,-1%,-18%
O=C(CCCn1c(=O)[nH]c2ccc(Br)cc2c1=O)NCc1ccc(Cl)cc1,-17%,-1%,-27%[46 µM],-12%,27%,-2%,5%,0%
Cn1c(-c2ccccc2)c(C(=O)CCl)c2ccccc21,-7%,-7%,.,4µM*,4%,-26%,-11%,-70%[inhibitor]
O=C1Nc2ccc(Br)cc2/C1=C/C(=O)c1ccc2c(c1)OCO2,i,-2%,.,.,7%,-5%,9%,.
COC(=O)c1sc2cnccc2c1N,-10%,1%,22%,?,2%,?,-3%,10%
Cc1csc2c(NCCCN3CCOCC3)ncnc12,1%,1%,.,12%,2%,13%,7%,.
O=C1c2ccccc2C(=O)N1CCSc1ncn[nH]1,-3%,0%,-2%,8%,-12%,5%,-7%,-5%
Cc1c(C(=O)NCc2cccnc2)oc2ccc(S(=O)(=O)N3CCCC(C)C3)cc12 (configuration not stated),i,-1%,?,-15%,2%,-4%,-3%,-44%[inhibitor]
CCCC(c1nnnn1CS(=O)(=O)c1ccc(C)cc1)N1CCN(c2ccccc2)CC1 (configuration not stated),-2%,-2%,-7%,4%,-3%,-3%,-6%,-69%[inhibitor]
CC(NC(=O)Cn1cnc2c1c(=O)n(C)c(=O)n2C)c1ccccc1 (configuration not stated),-5%,1%,8%,6%,-5%,8%,2%,10%
CCOC(=O)c1cc(CC)sc1NC(=O)C1CC1,i,-1%,11%,-3%,3%,-19%,-12%,15%
Cc1ccccc1-n1c(=O)[nH]c(=O)c2c(N)c(C(=O)c3ccc(Cl)cc3)sc21,-5%,-4%,6%,5%,8%,?,3%,-41%[inhibitor]
CCOc1ccc(-c2nnn(CCC(=O)O)n2)cc1OC,0%,0%,-12%,20%,-3%,1%,7%,16%
CN(CC(=O)NCCc1ccc(Cl)cc1)S(=O)(=O)c1ccc2c(c1)c(=O)n(C)c(=O)n2C,-6%,-4%,2%,-2%,12%,-3%,-9%,-3%
COc1cc(/C=C/C(=O)O)cc(Br)c1O,7%,-1%,.,.,4%,?,2%,.
COc1ccc2[nH]cc(CCNc3nc(-c4c(C)noc4C)nc4ccccc34)c2c1,i,.,?,?,-3%,.,.,.

# Entries of single compounds, quoted from the list. Screens in order: RECQ1 inh	TexasRed fluor	LMNA splice mod	ALDH1A1 inh	RGS12 GoLoco inh	JMJD2E inh	TRb-SRC2 inh	SMN2 splice enh
# Entry for O=C(CCCn1c(=O)[nH]c2ccc(Br)cc2c1=O)NCc1ccc(Cl)cc1 → -17%	-1%	-27%[46 µM]	-12%	27%	-2%	5%	0%
# Entry for CN1CCN(c2nc(-c3ccccc3)nc(-c3ccccc3)c2C#N)CC1 → 0%	0%	.	-9%	-4%	-5%	-6%	-17%

# This is a subset; the hit share may differ from the screen's.
